Screening data deposited in PubChem by National Center for Advancing Translational Sciences (NCATS).
BRCA1 expr up: increases BRCA1 expression. MCF7-BRCA1-FFLuc reporter, luminescence, 48 h; response scale: scaled: vehicle 0%, 10 µM genistein 100%. Potency, µM (highest dose often 46.1 µM), for inactives: top-dose activation, most hits filed as activators. actives 1.1% (n = 380,000); further: potency means the concentration at half of the fitted maximal effect; nearly all actives have a fitted effect of over 80% in size; some results filed as inactive show a strong effect at the top dose
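48 h compound treatment of MCF7-BRCA1-FFLuc cells (phenol-red free MEM, 37 °C), then 15 min with luciferase substrate and luminescence imaging.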
RORgamma inh: ROR gamma (mouse) transcription inhibition; actives 5.4% (n = 310,000); Potency, µM (series often up to 53.6 µM), for inactives: top-dose activity change, negative = inhibition, most hits filed as inhibitors; AID 2551; P51450; Drosophila S2 Gal4-RORgamma UAS-luciferase reporter, 20 h; further: potency means the concentration at half of the fitted maximal effect; on the % scale 0 is the no-effect control and ±100 the full control effect; nearly all actives have a fitted effect of over 60% in size
Target sequence (P51450 whole entry, looked up, the tested form may be a part): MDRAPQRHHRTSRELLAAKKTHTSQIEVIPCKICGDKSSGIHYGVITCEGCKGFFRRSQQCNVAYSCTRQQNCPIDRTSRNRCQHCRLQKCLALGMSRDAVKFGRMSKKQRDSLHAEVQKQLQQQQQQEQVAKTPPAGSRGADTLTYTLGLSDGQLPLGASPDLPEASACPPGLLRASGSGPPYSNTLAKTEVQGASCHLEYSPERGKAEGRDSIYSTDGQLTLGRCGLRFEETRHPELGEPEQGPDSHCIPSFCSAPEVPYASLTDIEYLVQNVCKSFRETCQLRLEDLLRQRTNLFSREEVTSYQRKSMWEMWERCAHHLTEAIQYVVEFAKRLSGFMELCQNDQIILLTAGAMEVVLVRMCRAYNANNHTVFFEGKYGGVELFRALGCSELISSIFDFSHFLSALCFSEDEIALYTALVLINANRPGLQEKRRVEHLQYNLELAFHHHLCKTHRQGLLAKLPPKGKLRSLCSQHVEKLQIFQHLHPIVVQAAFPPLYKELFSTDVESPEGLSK
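Read-out: Photinus luciferase luminescence; inhibitors lower reporter signal. Insect Schneider cells with Gal4-ROR gamma fusion under metallothionein promoter, UAS reporter; 700 uM final copper sulfate induction, 20 hr, ambient temperature.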
p53 reactivator: restores transcriptional activity of mutant p53; Potency, µM (top dose mostly 92.2 µM), for the others: at the highest dose activity change, positive = activation, usual class: activators; actives 0.063% (n = 320,000); H1299 p53-A138V BP100-luciferase reporter, luminescence, 24 h; further: potency means the concentration at half of the fitted maximal effect; % of control where 0% means no effect; nearly all actives have a fitted effect of over 45% in size
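p53-null H1299 cells stably carrying temperature-sensitive p53-A138V and a BP100-luciferase reporter were pinned with compounds (4-point, 1:5 series) and held 24 hrs at 37 deg C. Luminescence was read 10 min after detection reagent.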
Gal4-VP16 FLuc: Gal4-VP16 reporter inhibition counter-screen | AID 2546 | Drosophila S2 Gal4-VP16 UAS-luciferase, luminescence, 20 h | Potency, µM (series often up to 53.6 µM), for the others: at the top dose activity, negative = inhibition, usual class: inhibitors | actives 3.5% (n = 310,000);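 further: Gal4-VP16 expression switched on by copper sulfate through the metallothionein promoter; potency means the concentration at half of the fitted maximal effect; on the % scale 0 is the no-effect control and ±100 the full control effect; nearly all actives have a fitted effect of over 50% in size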
FLuc modulator: counter-screen for miR-21 project: firefly luciferase inhibitors or activators; actives 6.9% (n = 360,000); P08659; AID 588342; purified FLuc, Km substrates, luminescence inhibition; Potency, µM (series often up to 57.5 µM), inactives show top-dose activity change, negative = inhibition, actives largely listed as inhibitors;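 further: potency means the concentration at half of the fitted maximal effect; plate controls were vehicle for no effect and reference inhibitor for full effect; nearly all actives have a fitted effect of over 55% in size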
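Purified P. pyralis luciferase, 10 nM final, with Km-level 10 uM D-luciferin and 10 uM ATP in 50 mM Tris acetate pH 7.5, 10 mM Mg acetate, 0.01% Tween-20, 0.05% BSA; 6-point qHTS titration about 60 µM downward; luminescence read.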
TRPV1 ag: activates the human vanilloid receptor TRPV1. Q8NER1. TRPV1-expressing cells, Fluo-8 calcium influx, agonist mode. activation, % at 8.33 µM. actives 0.19% (n = 320,000); in the data active means activation above about 80%; inconclusive means between about 30% and that limit; further: 0% is about no effect
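TRPV1-expressing cells were cultured overnight at 35.5C and loaded with Fluo-8 calcium dye for 40 to 90 min at room temperature. After a 10 s baseline, compound was added and calcium influx was read kinetically for 3 min (ex 480/em 520 nm).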
ELG1 DNA repair: inhibitors of ELG1-dependent DNA repair in HEK293T cells | HEK293T ELG1-luciferase reporter, luminescence, 16 h; DNA damage induced by 5-fluorouridine | Potency, µM (doses to about 46.1 µM), for the others: top-dose activity change, negative = inhibition, actives largely listed as inhibitors | actives 2.3% (n = 330,000) | AID 504467; further: potency means the concentration at half of the fitted maximal effect; on the % scale 0 is the no-effect control and ±100 the full control effect; nearly all actives have a fitted effect of over 55% in size
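Luminescence from the luciferase reporter, measured 30 min after ONE-Glo reagent at room temperature, was the read-out. Beforehand, 2,000 cells per well were exposed for 16 hr at 37 °C to 5-fluorouridine together with compound or vehicle.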
Rab9 promoter act: activators of Rab9 promoter; Huh7 Rab9 promoter-luciferase reporter, luminescence, 24 h; Potency, µM (top dose mostly 9.22 µM), without a hit: at the highest dose activation, negative = inhibition, most hits filed as activators; actives 2.8% (n = 320,000); further: potency means the concentration at half of the fitted maximal effect; % of control where 0% means no effect; nearly all actives have a fitted effect of over 60% in size
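Measured in stably transfected Huh7 cells bearing a Rab9 promoter–luciferase construct: 24 h compound treatment at 37 °C, followed by luminescence detection.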
NPC1 prom act: NPC1 promoter activation | actives 2.4% (n = 320,000) | AID 485313 | Potency, µM (doses to about 9.22 µM), without a hit: top-dose activation, usual class: activators | Huh7 NPC1 promoter luciferase reporter, 24 h;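 further: potency means the concentration at half of the fitted maximal effect; % of control where 0% means no effect; nearly all actives have a fitted effect of over 60% in size; reporter is driven by a mutant NPC1 promoter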
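Cells: Huh7 expressing luciferase under the NPC1 promoter, 1500/well. Seeded 2 h, compound added, incubated 24 h at 37 °C. Luciferase reagent, 10 min ambient, then luminescence.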
ELG1 genotox: inducers of genotoxicity in HEK293T ELG1-luciferase cells; HEK293T ELG1-luciferase reporter, luminescence, 16 h; Potency, µM (series often up to 46 µM), inactives show top-dose activity change, positive = activation, actives largely listed as activators; actives 1.3% (n = 330,000); AID 504466; further: potency means the concentration at half of the fitted maximal effect; % of control where 0% means no effect; nearly all actives have a fitted effect of over 60% in size
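Reporter readout depends on ELG1 protein level, which increases with genetic stress. After 16 hr compound exposure at 37 °C, luciferase activity was quantified using ONE-Glo.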
Tb PFK block: blocks T. brucei phosphofructokinase. T. brucei PFK, ADP-Glo luminescence. Potency, µM (doses to about 57.5 µM), inactives show top-dose activity, negative = inhibition, usual class: inhibitors. O15648. AID 485367. actives 0.17% (n = 330,000);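 further: potency means the concentration at half of the fitted maximal effect; 0% = uninhibited 1x PFK enzyme wells and -100% = no-enzyme wells; nearly all actives have a fitted effect of over 60% in size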
Target sequence (O15648 whole entry, looked up): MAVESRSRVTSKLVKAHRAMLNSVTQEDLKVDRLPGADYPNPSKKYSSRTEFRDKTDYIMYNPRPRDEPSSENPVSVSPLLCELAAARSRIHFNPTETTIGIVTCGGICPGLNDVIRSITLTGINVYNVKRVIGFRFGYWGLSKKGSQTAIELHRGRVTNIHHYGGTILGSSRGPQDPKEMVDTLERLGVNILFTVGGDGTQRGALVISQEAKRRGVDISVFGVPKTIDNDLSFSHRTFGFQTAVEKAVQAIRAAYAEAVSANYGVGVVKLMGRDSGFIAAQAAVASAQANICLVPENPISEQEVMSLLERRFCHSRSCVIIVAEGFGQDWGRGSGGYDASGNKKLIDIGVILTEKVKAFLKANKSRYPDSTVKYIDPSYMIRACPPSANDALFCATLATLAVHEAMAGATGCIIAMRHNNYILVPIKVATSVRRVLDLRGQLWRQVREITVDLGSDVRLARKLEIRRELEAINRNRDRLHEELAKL
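1.25 nM PFK with 0.5 mM F6P and 0.1 mM ATP in 0.1 M TEA pH 8.0, 5 mM MgCl2, incubated 45 min at room temperature; ADP measured by ADP-Glo luminescence; compounds titrated up to 57 uM.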
The depositor's hits bear a star; ? = inconclusive; . = not tested or not shown; [ ] = remark or other dose. Unless noted, the call rests on the fitted dose curve; in most records, active means well fitted curve in the direction sought with a large enough effect; inconclusive means small, poorly fitted or top-dose-only effect, or another doubt; inactive means no such curve, though single readings can be large; an effect the other way counts as inactive or inconclusive. The order is random; any-hit rate near 15%.

SMILES | BRCA1 expr up | RORgamma inh | p53 reactivator | Gal4-VP16 FLuc | FLuc modulator | TRPV1 ag | ELG1 DNA repair | Rab9 promoter act | NPC1 prom act | ELG1 genotox | Tb PFK block
COc1ccc(C(=O)NCC(c2cccs2)N2CCOCC2)cc1OC (centres undefined) | -18% | . | -4% | . | 0% | 0 | 12% | 0% | -6% | 3% | 1%
Cc1ccc(CNC(=O)C2CCC(=O)N(CCc3ccc(Cl)cc3)C2)s1 (centres undefined) | -7% | 22% | 2% | -2% | 2% | 7 | 4% | -2% | 3% | -2% | -1%
CCOC(=O)c1csc(N)n1 | 14% | 17% | ? | -3% | 0.85µM* | -1 | ? | 2.8µM* | ? | ? | 0%
NC(=O)C1CCN(C(=S)NCc2ccc3c(c2)OCO3)CC1 | 25% | 1% | 10% | 0% | 0% | 5 | -1% | 0% | 0% | -1% | -1%
COc1ccc(OC)c(-n2c(=S)[nH]c3cc(C(=O)N4CCC(C(N)=O)CC4)ccc3c2=O)c1 | 0% | -42% | 4% | -15% | 0% | 0 | -2% | -3% | -2% | -1% | 4%
COC(=O)c1oc(-c2ccccc2)nc1C | -26% | 4% | 21% | -26% | -13% | 0 | 7% | 3% | -1% | 2% | 4%
Cc1cc(C)nc(-n2nc(C)cc2NC(=O)c2ccc(S(=O)(=O)N3CCOCC3)cc2)n1 | 14% | -11% | 0% | -4% | 1% | 0 | 2% | -8% | 0% | -4% | -1%
O=C(c1cc(-c2ccc(Cl)cc2)n(-c2ccc(Cl)cc2)n1)N1CCOCC1 | -38% | ? | 1% | ? | -1% | ? | ? | 5% | 4% | 0% | -3%
CCCc1cc(C(=O)NCc2cccs2)no1 | ? | ? | ? | 3% | ? | . | ? | ? | ? | ? | -10%
CCc1ccc(C(=O)CCC(=O)Nc2ccc(OC)c(S(=O)(=O)N3CCCCC3)c2)cc1 | -18% | . | 0% | . | -10% | 5 | ? | -1% | -3% | -2% | 3%
O=C(COC(=O)c1ccccc1)Nc1cccc(S(=O)(=O)NC2=NCCCCC2)c1 | -3% | -4% | -1% | -3% | -1% | -2 | -2% | 2% | 1% | -1% | -14%
O=C1CC2(CCCC2)C(=O)N1CN1CCN(S(=O)(=O)c2ccc(F)cc2F)CC1 | -7% | . | 0% | . | . | . | 9% | . | . | -2% | -1%
CCOc1cc(CNCc2ccccc2)ccc1OCC(=O)NC1CCCCC1 | -27% | 20% | ? | -3% | 2% | 0 | -8% | -14% | 0% | 1% | 1%
Cc1cc2c(Nc3cccc(O)c3)ncnc2s1 | 39% | -2% | 24% | -4% | -9% | 25 | 5% | 1% | 6% | 2% | 2%
CC(NC(=O)C(=O)NCCC1=CCCCC1)c1ccccc1 (centres undefined) | 18% | 13% | 32% | -8% | -2% | -2 | 21% | 2% | -1% | 7% | 0%
N#C/C(=C(\O)C(F)(F)F)c1nnc2n1CCCCC2 | -4% | 0% | -2% | 3% | -8% | 1 | 9% | -8% | 0% | 3% | 4%
NC(=O)NC(CC(=O)NCCCc1ccccc1)c1ccc(Cl)cc1 (centres undefined) | -26% | -3% | -6% | -2% | -2% | 2 | 4% | -5% | -7% | -2% | 2%
Cc1ccc(OCCn2c(=O)oc3ccc(C)cc32)cc1 | 32% | 29% | 5% | 10% | ? | 20 | -8% | 8% | 2% | 6% | 17%
CCCn1ncc([C@@H]2C[C@H]3CN(Cc4cccc(Cl)c4)C(=O)[C@]34CCCN24)c1C | -28% | 18% | 0% | -5% | 0% | 3 | -2% | 2% | -4% | 0% | -1%
CC(C)(C)c1ccc(Cn2nc(CC(=O)O)c3ccccc3c2=O)cc1 | 0% | 36% | -1% | -3% | -18% | 0 | 5% | -5% | 0% | 4% | -6%
Cc1cccc(COc2ccccc2C(=O)NC2CCC(O)CC2)c1 (centres undefined) | -25% | . | -3% | . | 1% | ? | -7% | -5% | -1% | 13% | -2%
CC(C)OC(=O)c1cc(NC(=O)C2C3CCC(O3)C2C(=O)O)cc(C(=O)OC(C)C)c1 (centres undefined) | 17% | 41% | 8% | 20%[0.365 µM] | -1% | ? | ? | 2% | -5% | -1% | 3%
CSc1ccccc1C(=O)Nc1ncc(C)s1 | 58% | -1% | 7% | 9% | ? | 0 | ? | -1% | -1% | 14% | 2%
CC(C)=CCN1CCN(Cc2cnc(-c3ccccc3)s2)CC1CCO (centres undefined) | -16% | 3% | 1% | 7% | 3% | 0 | 12% | 1% | 1% | -4% | 7%
O=C(CNC(=O)c1ccc(Oc2ccccc2)cc1)OCc1ccc(Br)cc1 | -16% | 13% | 8% | -6% | 5% | 4 | 6% | 2% | 1% | -1% | 0%
S=C(NCCc1ccccc1)NC1CC2CCC(C1)N2Cc1ccccc1 (centres undefined) | -22% | -38% | 1% | -12% | 1% | -4 | 3% | -5% | 0% | -2% | -3%
C[C@H](NC(=O)c1[nH]cnc1C(=O)N[C@H](C)c1ccccc1)c1ccccc1 | -5% | . | 3% | . | 2% | 3 | 2% | -4% | -7% | 0% | 7%
CCN(CC)S(=O)(=O)c1ccc2[nH]cc(C(=O)NCCc3ccc(OC)c(OC)c3)c(=O)c2c1 | 0% | 9% | -5% | -12%[0.365 µM] | -2% | 3 | -12% | -7% | -4% | -4% | 0%
O=C(COC(=O)c1nc(Cl)ccc1Cl)Nc1ccc(Cl)cc1 | -12% | . | -7% | . | . | 0 | 12% | 1% | 5% | 1% | -5%
CCOc1ccc(S(=O)(=O)N(CC)CC(=O)NC2CC2)cc1 | 1% | -8% | 4% | -6% | 2% | -1 | ? | 0% | -2% | 2% | -1%

With a hit mark in Rab9 promoter act, of those listed so far:
SMILES	BRCA1 expr up	p53 reactivator	TRPV1 ag	Rab9 promoter act	Tb PFK block
CCOC(=O)c1csc(N)n1	14%	?	-1	2.8µM*	0%

Following part.
SMILES | BRCA1 expr up | RORgamma inh | p53 reactivator | Gal4-VP16 FLuc | FLuc modulator | TRPV1 ag | ELG1 DNA repair | Rab9 promoter act | NPC1 prom act | ELG1 genotox | Tb PFK block
CS(=O)(=O)c1ccc(Oc2ccc(-c3nnco3)cc2)c([N+](=O)[O-])c1 | -10% | 3% | . | 9% | 0% | 1 | 9% | -5% | -2% | 1% | 0%
CC(C)C1NC2(C(=O)c3ccccc3C2=O)C2C(=O)N(c3ccc(F)cc3)C(=O)C12 (centres undefined) | 2% | -23% | 11% | -3% | -19% | -3 | 4% | 2% | 5% | -6% | 2%
COc1cccc2cc(C(=O)N(Cc3ccccc3)CC3CCCO3)c(=O)oc12 (centres undefined) | 0% | -26% | -3% | 5% | -5% | 4 | 0% | 1% | 0% | 1% | -3%
CCOC(=O)c1nnc(-c2ccc(C)cc2)nc1Sc1cccc(Cl)c1 | 0% | -16% | 7% | 4% | 2% | 3 | 4% | 10% | 15% | -2% | 7%
COC(CNC(=O)CNC(=S)N(CCCN1CCOCC1)Cc1cccs1)OC | -8% | -2% | -4% | -12% | 2% | -2 | 19% | 0% | 0% | 0% | -1%
C[C@H](CO)N1C[C@H](C)[C@H](CN(C)C(=O)Nc2ccc(C(F)(F)F)cc2)Oc2c(NC(=O)c3ccncc3)cccc2C1=O | -27% | . | -3% | . | . | . | 7% | . | . | -3% | 14%
CCCCc1ccc(Nc2nc(CCC)cc(=O)[nH]2)cc1 | -84%[inhibitor] | 30%[0.365 µM] | -12% | . | -1% | 1 | ? | 0% | -1% | -2% | 14%
O=C(CCNC(=O)Cn1ccc2ccccc2c1=O)NCCCN1CCOCC1 | 23% | -1% | -3% | 5% | 1% | -5 | 21% | -2% | 5% | 2% | 1%
N=c1c2c3c(sc2ncn1CCN1CCOCC1)CCCC3 | -17% | -40% | 1% | 2% | 5% | 1 | -1% | -1% | 2% | 0% | 1%
COc1c(-c2ccccc2)oc2c(ccc3occc32)c1=O | -28% | -4% | -4% | -3% | 0% | 11 | ? | -1% | -2% | 0% | -2%
C/C(=N\NC(=O)Cc1ccc(F)cc1)c1ccc(O)cc1 | 5% | 2% | -5% | -9% | 6% | -1 | ? | 3% | -8% | -5% | ?
O=C(Nc1ccc(Nc2ccncc2)cc1)c1ccc(Nc2ccnc3ccc([N+](=O)[O-])cc23)cc1 | -3% | -7% | 6% | -3% | -6% | -4 | 9% | -6% | 0% | -3% | ?
CC(=O)Nc1ccc(/C=C(\C#N)C(=O)NCc2ccccc2)cc1 | 2% | 12% | -5% | 0% | 1% | 6 | 4% | -3% | 0% | 0% | -8%
